# Screens (PubChem BioAssay)
# FH mod: Identification of activators of human fumarate hydratase by quantitative high-throughput screening; Fumarate hydratase, mitochondrial (Homo sapiens), P07954; FH coupled MDH/diaphorase resazurin fluorescence, 15 min; Potency, µM (doses to about 79.9 µM), for inactives: at the highest dose activity change, negative = inhibition, hits mostly inhibitors; 0.22% of 54,000 active; also: the screen sought activators but most active calls are inhibition curves; nearly all actives have a fitted effect of over 45% in size
# NTMT1 inh: Primary qHTS for Inhibitors of N-terminal methyltransferase 1 (NTMT1): MTaseGlo Assay. NTMT1 MTase-Glo SAH luminescence, purified enzyme. Potency, µM (top dose mostly 114 µM), inactives show at the top dose activity change, negative = inhibition, actives largely listed as inhibitors. 2.5% of 59,000 active. AID 1645870, 2021;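 also: plate controls were DMSO vehicle for no effect and no enzyme for full effect; nearly all actives have a fitted effect of over 65% in size; many of its hits are not listed in these tables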
# Target sequence (Q9BV86 whole entry, looked up): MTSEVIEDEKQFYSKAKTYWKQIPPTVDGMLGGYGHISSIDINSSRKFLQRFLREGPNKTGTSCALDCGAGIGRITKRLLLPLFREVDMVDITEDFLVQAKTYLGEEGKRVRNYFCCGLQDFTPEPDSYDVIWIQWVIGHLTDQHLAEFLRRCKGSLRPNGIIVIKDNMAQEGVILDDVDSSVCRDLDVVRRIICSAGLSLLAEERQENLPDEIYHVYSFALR
# The depositor's hits bear a star; u = inconclusive; & = joins results of further samples; ! = not active in a repeat; [ ] = remark or other dose. Calls follow the shape of the dose curve; as a rule, active = well fitted curve in the direction sought with a large enough effect; inconclusive = small, poorly fitted or top-dose-only effect, or another doubt; inactive = no such curve, though single readings can be large; an effect the other way counts as inactive or inconclusive. Unless noted, % is scaled to controls: 0 for no effect and ±100 for the full control effect; potency is read from the fitted curve at half-maximal effect.
Structure | FH mod | NTMT1 inh
CN(C)CC(=O)Nc1ccc2[nH]c(=O)c3ccccc3c2c1 | 2% | -1%[57.5 µM]
COc1cc(N2CCOCC2)ccc1Nc1ncc(F)c(Nc2ccccc2NS(C)(=O)=O)n1 | -1% | 9%[57.5 µM]
CCCOC(C(=O)OC1CCN(C)CC1)(c1ccccc1)c1ccccc1 | 0%[53.3 µM] | 10%[57.5 µM]
COc1ccc(-c2ccc3cc(C(=O)O)ccc3c2)cc1C12CC3CC(CC(C3)C1)C2 | -4%&2%[53.3 µM] | u
COc1cc([C@H]2Oc3cc([C@H]4Oc5cc(O)cc(O)c5C(=O)[C@@H]4O)ccc3O[C@@H]2CO)ccc1O | -4%[53.3 µM] | u
COc1cc(Nc2nc3ccccc3nc2NS(=O)(=O)c2ccc(NC(=O)c3ccc(OC)c(C)c3)cc2)cc(OC)c1 | -14% | 1%[57.5 µM]
Cn1ncnc1[C@@H]1c2n[nH]c(=O)c3cc(F)cc(c23)N[C@H]1c1ccc(F)cc1 | -4% | 3%[57.5 µM]
CC[C@@H]1C(=O)N(C)c2cnc(Nc3ccc(C(=O)NC4CCC(N5CCN(CC6CC6)CC5)CC4)cc3OC)nc2N1C(C)C (stereo partly drawn) | 3% | 25µM*!
CCOc1ccc(-n2c(C(C)N(Cc3cccnc3)C(=O)Cc3ccc(F)c(C(F)(F)F)c3)nc3ncccc3c2=O)cc1 (stereo not drawn) | -2% | 0%[57.5 µM]
C=C1C[C@@]2(O)O[C@@]3(C[C@H]2C(C)C)[C@H](C)CC[C@H]13 | 7%[53.3 µM] | 20%[57.5 µM]
c1ccc(C(OC2CCN(CCCc3nn[nH]n3)CC2)c2ccccc2)cc1 | 5% | 1%[57.5 µM]
CC(=O)Nc1ncc([N+](=O)[O-])s1 | -5%[53.3 µM] | -15%[57.5 µM]
Nc1c2c(nc3ccccc13)CCCC2O (stereo not drawn) | -13%&1%[53.3 µM] | -5%[57.5 µM]
CC(C)c1c2cc(-c3ccnc(NC4CCC(NC5CCOCC5)CC4)n3)ccc2nn1C (stereo not drawn) | -1% | 45µM*
CCNC(=O)Nc1ccc(Oc2ncnc(N)c2C=NOC)cc1Cl | 8%[53.3 µM] | -12%[57.5 µM]
COC(=O)c1ccc2c(C(=Nc3ccc(N(C)C(=O)CN4CCN(C)CC4)cc3)c3ccccc3)c(O)[nH]c2c1 | 5% | u
COc1cc(OC)c(/C=C/S(=O)(=O)Cc2ccc(OC)c(NCC(=O)O)c2)c(OC)c1 | -3% | u
Cc1ccc(Nc2cc(-c3cccc(N4C(=O)c5ccccc5C4=O)c3)ncn2)cc1NS(C)(=O)=O | -17% | -1%&-18%[57.5 µM]
CN(C)C/C=C/C(=O)Nc1cccc(C(=O)Nc2ccc(Nc3nccc(-c4cccnc4)n3)cc2)c1 | -6% | u

# Rewritten with two lines to a compound: entries from further up
# Under each structure – FH mod | NTMT1 inh
- CC[C@@H]1C(=O)N(C)c2cnc(Nc3ccc(C(=O)NC4CCC(N5CCN(CC6CC6)CC5)CC4)cc3OC)nc2N1C(C)C (stereo partly drawn)
 : 3% | 25µM*!
- CCOc1ccc(-n2c(C(C)N(Cc3cccnc3)C(=O)Cc3ccc(F)c(C(F)(F)F)c3)nc3ncccc3c2=O)cc1 (stereo not drawn)
 : -2% | 0%[57.5 µM]
- C=C1C[C@@]2(O)O[C@@]3(C[C@H]2C(C)C)[C@H](C)CC[C@H]13
 : 7%[53.3 µM] | 20%[57.5 µM]
- c1ccc(C(OC2CCN(CCCc3nn[nH]n3)CC2)c2ccccc2)cc1
 : 5% | 1%[57.5 µM]
- CC(=O)Nc1ncc([N+](=O)[O-])s1
 : -5%[53.3 µM] | -15%[57.5 µM]
- Nc1c2c(nc3ccccc13)CCCC2O (stereo not drawn)
 : -13%&1%[53.3 µM] | -5%[57.5 µM]
- CC(C)c1c2cc(-c3ccnc(NC4CCC(NC5CCOCC5)CC4)n3)ccc2nn1C (stereo not drawn)
 : -1% | 45µM*
- CCNC(=O)Nc1ccc(Oc2ncnc(N)c2C=NOC)cc1Cl
 : 8%[53.3 µM] | -12%[57.5 µM]
- COC(=O)c1ccc2c(C(=Nc3ccc(N(C)C(=O)CN4CCN(C)CC4)cc3)c3ccccc3)c(O)[nH]c2c1
 : 5% | u

# An excerpt. The share of hits here may be higher or lower than overall.
